# Source: PubChem BioAssay (National Center for Advancing Translational Sciences (NCATS))
# MLL CXXC-DNA inh – qHTS Fluorescence Polarization Assay for Inhibitors of MLL CXXC domain - DNA interaction. Potency, µM (highest dose often 115 µM), for the others: top-dose activity change, negative = inhibition, most hits filed as inhibitors. AID 2662, 2010. Histone-lysine N-methyltransferase 2A (Homo sapiens), Q03164. 0.037% of 290,000 active. MLL-CXXC / FITC-HOXA9 DNA fluorescence polarization; active = well fitted inhibition curve with a large enough effect in the polarisation, with a control signal flat, not every such curve was filed as active; inconclusive = small, poorly fitted or top-dose-only effect, or effect the other way, or a change in a side signal; inactive = no such curve, though single readings can be large or run the other way; the % refers to the polarisation; note: potency is the fitted concentration of half-maximal effect
#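 Steps: dispense CXXC domain solution (7 uM) → pin compounds or unlabeled HOX-A9 DNA control → 5 min ambient → add FLSN-HOX-A9 solution (50 nM) → spin → 30 min ambient → fluorescence polarization. Tris pH 7.5/NaCl/DTT/BSA buffer.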
# TSHR antagonist – Antagonists of the Thyroid Stimulating Hormone Receptor: HTS campaign. Thyrotropin receptor (Homo sapiens), P16473. TSHR-expressing cells, TSH-stimulated cAMP HTRF, 2 h; hits give low values. activity change, negative = inhibition, % at 11.5 µM. 0.2% of 330,000 active;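 active = activity change below a set negative limit, meaning inhibition stronger than a set level, cut at about -70% in these data; inconclusive = activity change between two set negative limits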; note: % is set by controls: 0 for no effect and ±100 for the full control effect
#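 TSHR-expressing cells, 200/well, pre-treated with compound, then stimulated with EC80 TSH (4nM final) for 2 hours at 37 deg C. cAMP measured by competitive HTRF: anti-cAMP cryptate antibody in lysis buffer plus cAMP-d2, read after 30 minutes at room temperature.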
# GALK inh – qHTS Assay for Inhibitors of Human Galactokinase (GALK); AID 1868, 2009; Purified GALK, Kinase-Glo residual ATP luminescence; 0.007% of 270,000 active; P51570; Potency, µM (doses to about 57.5 µM), inactives show at the highest dose activity change, negative = inhibition, actives largely listed as inhibitors; note: potency is the fitted concentration of half-maximal effect; % is set by controls: 0 for no effect and ±100 for the full control effect
# Target sequence (P51570 whole entry, looked up): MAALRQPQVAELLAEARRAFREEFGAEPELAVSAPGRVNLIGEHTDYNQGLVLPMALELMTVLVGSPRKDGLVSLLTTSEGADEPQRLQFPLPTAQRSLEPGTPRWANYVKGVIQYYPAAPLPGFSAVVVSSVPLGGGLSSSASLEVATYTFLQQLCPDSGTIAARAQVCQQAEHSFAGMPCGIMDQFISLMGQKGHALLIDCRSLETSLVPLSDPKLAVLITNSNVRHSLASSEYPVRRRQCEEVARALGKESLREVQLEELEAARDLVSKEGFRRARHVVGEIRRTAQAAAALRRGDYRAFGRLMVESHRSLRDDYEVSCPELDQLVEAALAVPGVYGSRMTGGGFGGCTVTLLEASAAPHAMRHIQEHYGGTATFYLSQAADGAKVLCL
#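 5 nM enzyme, 35 uM ATP, 100 uM galactose, 20 mM HEPES pH8.0, 5 mM MgCl2; 1 h RT; residual ATP by Kinase-Glo Plus luminescence, qHTS format.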
# Tb PFK inh – qHTS Assay to Find Inhibitors of T. brucei phosphofructokinase | T. brucei PFK, ADP-Glo luminescence | Potency, µM (doses to about 57.5 µM), without a hit: at the highest dose activity, negative = inhibition, usual class: inhibitors | 0.17% of 330,000 active | AID 485367, 2010;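 note: potency is the fitted concentration of half-maximal effect; 0% = uninhibited 1x PFK enzyme wells and -100% = no-enzyme wells; nearly all actives have a fitted effect of over 60% in size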
# Target sequence (O15648 whole entry, looked up): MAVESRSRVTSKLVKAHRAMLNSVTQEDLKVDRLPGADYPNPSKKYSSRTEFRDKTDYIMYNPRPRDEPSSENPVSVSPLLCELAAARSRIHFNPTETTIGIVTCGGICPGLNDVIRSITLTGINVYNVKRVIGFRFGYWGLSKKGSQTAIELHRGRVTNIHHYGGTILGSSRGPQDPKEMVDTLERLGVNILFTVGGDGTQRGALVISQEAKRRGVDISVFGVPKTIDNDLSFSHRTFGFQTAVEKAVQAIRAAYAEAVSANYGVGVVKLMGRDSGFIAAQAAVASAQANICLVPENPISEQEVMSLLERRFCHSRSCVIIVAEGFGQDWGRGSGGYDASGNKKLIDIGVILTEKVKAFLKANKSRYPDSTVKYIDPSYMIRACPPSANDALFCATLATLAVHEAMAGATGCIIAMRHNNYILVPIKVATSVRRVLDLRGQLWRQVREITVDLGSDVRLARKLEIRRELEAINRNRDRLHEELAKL
#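 In TEA buffer at pH 8.0 with 5 mM MgCl2, enzyme (1.25 nM) converted F6P (0.5 mM) and ATP (0.1 mM) for 45 min at room temperature. ADP product was read by luciferase luminescence.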
# hERG WT inh – qHTS for Inhibitors of KCHN2 3.1: Wildtype qHTS; Voltage-gated inwardly rectifying potassium channel KCNH2 (Homo sapiens), Q12809; U2OS, BacMam KCNH2, thallium flux FluxOr; hits give low values; activity change, % at 1.84 µM; 0.37% of 340,000 active; AID 720551, 2013;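 active = maximum activity change below -70%; inconclusive = maximum activity change between -70% and -50%; inactive = maximum activity change above -50%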; note: % is set by controls: 0 for no effect and ±100 for the full control effect
#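 U2OS cells transduced with wild-type KCNH2 virus are loaded with FluxOr dye for 45 min, and thallium flux is measured in kinetic reads before and after stimulation buffer. Rate constants are normalized to DMSO controls.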
# A-T KAP1 phos – qHTS Assay for Identifying a Potential Treatment of Ataxia-Telangiectasia | […] A-T fibroblasts, KAP-1 phosphorylation AlphaLISA; neocarzinostatin DNA damage 30 min before lysis | 0.19% of 320,000 active | Potency, µM (series often up to 57.5 µM), inactives show at the highest dose activation, usual class: activators; note: potency is the fitted concentration of half-maximal effect; % of control where 0% means no effect; nearly all actives have a fitted effect of over 45% in size
#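 ATM-like activity read as KAP-1 phosphorylation via AlphaLISA donor/acceptor antibody pairs after lysis and 6 hr at 25C. Cells were ATM-null patient fibroblasts ([…], hTERT), dosed 60 min, then exposed to the DSB inducer NCS for 30 min.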
# TCR activator – Activators of T cell receptors: qHTS campaign; 330,000 tested, under 10 active; Potency, µM (doses to about 9.22 µM), for the others: at the top dose activation of IL-2 secretion, actives largely listed as activators; primary human leukocytes, anti-CD3, IL-2 HTRF, 48 h; note: % of control where 0% means no effect
#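 48 hr co-incubation of compounds, a-CD3 beads and primary human leukocytes; IL-2 quantified homogeneously by HTRF with anti-IL-2 K and d2 conjugates.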
# Giardia killer – Small Molecules that selectively kill Giardia lamblia: qHTS | Giardia lamblia trophozoite viability | 0.15% of 340,000 active | activity change, % at 7.66 µM, hits read low; in the data active = activity change below about -80%; inconclusive = between about -30% and that limit;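 note: parasites exposed to compound for two days anaerobically before the ATP read; % is set by controls: 0 for no effect and ±100 for the full control effect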
#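 Trophozoites 100 cells/well + cpd; 48 hrs, 37 deg C, anaerobic. ATPLite 1-Step added, 15-30 min RT, luminescence read (ATP-based viability).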
# BCR signal inh – qHTS Assay to Find Inhibitors of Chronic Active B-Cell Receptor Signaling; Potency, µM (doses to about 46.1 µM), without a hit: at the top dose ratio change, negative = lower green/red ratio, actives largely listed as inhibitors; ABC-DLBCL IkBa-CBG/CBR reporter, luminescence ratio, 4 h; 0.05% of 340,000 active; active = well fitted inhibition curve with a large enough effect in the signal ratio, with a control signal flat, not every such curve was filed as active; inconclusive = small, poorly fitted or top-dose-only effect, or effect the other way, or a change in a side signal; the % refers to the signal ratio;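 note: potency is the fitted concentration of half-maximal effect; plate controls were basal doxycycline-induced cells for no effect and cells given 10 µM MG132 for full effect; MG132 reads +100%, hits lower the ratio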
#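 Cell line TMD8 (human ABC DLBCL), stably expressing tet-inducible CBG68-IkBa fusion and CBR; IMDM/0.5% FBS; cpd up to 46 uM; dox induction, 4 h, 37C/5% CO2; dual luminescence; green/red ratio; MG132 control.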
# Coupling enz – qHTS Assay for Inhibitors of Fructose-1,6-bisphosphate Aldolase from Giardia Lamblia: Coupling assay counterscreen; coupling enzyme system counterscreen, AmpLite Red fluorescence; 0.67% of 290,000 active; activity change, negative = inhibition, % at 58.2 µM, hits read low; in the data active = activity change below about -30%; note: % is set by controls: 0 for no effect and ±100 for the full control effect
#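 Compounds tested against the coupling enzymes alone at 57.5 uM final; readout was AmpLite Red fluorescence (525/598 nm) after 20 min at RT.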
# The depositor's hits bear a star; ? = inconclusive; nt = not tested or not shown; & = joins results of further samples; [ ] = dose if it differs, or a comment. Unless noted, calls come from the whole dose curve; as a rule, active = well fitted curve in the direction sought with a large enough effect; inconclusive = small, poorly fitted or top-dose-only effect, or another doubt; inactive = no such curve, though single readings can be large; an effect the other way counts as inactive or inconclusive.
SMILES,MLL CXXC-DNA inh,TSHR antagonist,GALK inh,Tb PFK inh,hERG WT inh,A-T KAP1 phos,TCR activator,Giardia killer,BCR signal inh,Coupling enz
O=c1ccc2ccccc2n1Cc1cccc(F)c1,12%,-2,10%,-5%,-9,16%,5%,-8,?,3
COc1cccc(CNc2cccc(C(F)(F)F)c2)c1O,21%,-26,0%,-7%,1,-2%,0%,-20,6%,-8
CC12CCC(=O)N1C(C(=O)NNC(=O)c1cccc(Cl)c1)CS2 (configuration not stated),nt,-1,nt,20%,15,6%,-4%,17,9%,nt
CCOC(=O)c1c(-c2ccc(OC)cc2)oc2cc(Br)c(O)cc12,3%,-13,-9%,1%,-3,4%,1%,23,?,0
Cc1ccc(NC(=O)CSc2nc(N)cc(N)n2)cc1S(=O)(=O)N1CCOCC1,-6%,44,nt,-2%,4,5%,11%,29,?,-2
O=C(NCN1CCc2ccccc2C1)c1cnccn1,0%,8,6%,0%,1,8%,nt,-9,9%,1
CSc1nnc2n(C)c3c(c(=O)n12)C1(CCCC1)Cc1ccccc1-3,-7%,13,2%,1%,-3,1%,0%,-5,3%,1
Nc1c(C(=O)NCc2ccc3c(c2)OCO3)c2nc3ccccc3nc2n1CCCN1CCOCC1,1%,4,-2%,-2%,-10,23%,-3%,-7,?,-27
COc1cccc(OCc2cc(C(=O)NCc3cnc4ccccn34)no2)c1,14%,-13,-1%,2%,3,8%,8%,38[activator],?,nt
COc1cccc(C(=O)Nc2cccc(-c3ccc(N4CCOCC4)nn3)c2)c1OC,nt,-10,nt,0%,-9,-1%,-1%,-9,?,nt

# Next section, overlapping the part above by 2 compounds.
SMILES,MLL CXXC-DNA inh,TSHR antagonist,GALK inh,Tb PFK inh,hERG WT inh,A-T KAP1 phos,TCR activator,Giardia killer,BCR signal inh,Coupling enz
COc1cccc(OCc2cc(C(=O)NCc3cnc4ccccn34)no2)c1,14%,-13,-1%,2%,3,8%,8%,38[activator],?,nt
COc1cccc(C(=O)Nc2cccc(-c3ccc(N4CCOCC4)nn3)c2)c1OC,nt,-10,nt,0%,-9,-1%,-1%,-9,?,nt
Cc1ccc(F)cc1NC(=O)CSCc1nc2sc(C)c(C)c2c(=O)[nH]1,nt,13,nt,-1%,-3,-2%,9%,2,3%,nt
C/C=C/CSc1nc2c(c(=O)[nH]c(=O)n2C)n1C(C)C,-9%,18,-2%,-5%,6,4%,0%,1,?,0
CC(=O)NC(CCS(C)(=O)=O)C(=O)Nc1cc(Cl)ccc1Cl (configuration not stated),3%,12,0%,-1%,-15,10%,3%[46.1 µM],-22,0%,-1
Cc1cccc(-n2c(SCc3ccc([N+](=O)[O-])cc3)nnc2-c2c[nH]c3ccccc23)c1,-1%,-8,2%,7%,nt,-1%,0%,-12,3%,-1
Cc1cc(Nc2nc3ccccc3nc2Cl)n(-c2ccccc2)n1,-7%,-3,2%,2%,-3,2%,4%,-6,-24%,1
CC(OC(=O)c1cccc(S(=O)(=O)Nc2cccc(C(F)(F)F)c2)c1)C(=O)Nc1ccc2c(c1)OCCO2 (configuration not stated),-4%,-29,-3%,6%,1,3%,1%[46.1 µM],5,?,-1
COC(=O)[C@@]1(Cc2ccc(F)cc2)[C@H]2c3cc(C(=O)N4CCCC4)n(CCO)c3C[C@H]2CN1C(=O)c1ccccc1,0%,4,nt,-8%,1,-3%,-2%,-9,-3%,-1&1
CC(NC(=O)c1cc(S(=O)(=O)N(C)C)ccc1N1CCCC1)C1CC2CCC1C2 (configuration not stated),3%,-6,-3%,14%,1,-2%,4%,-1,-7%,4
COc1ccccc1C(=O)Nc1nc2nc(-c3ccccc3)cc(=O)n2[nH]1,?,10,-3%,-3%,9,-3%,-3%,3,10%,1
COc1ccccc1NC(=O)Cc1ccsc1,-4%,-3,6%,-3%,3,4%,3%,7,2%,nt
COC(=O)/C=C(\C)NC(=O)c1ccc(F)cc1,-7%,10,1%,6%,-1,nt,-3%,3,-8%,4
COc1ccccc1N1CCN(C(=O)CSc2nnc(NC(=O)C3CC3)s2)CC1,-7%,-1,1%,-5%,-3,3%,nt,-2,?,0
Cc1ccc(SCCC(=O)N(C)CC(=O)Nc2c(C)cccc2C)cc1,-3%,-6,-3%,-1%,5,-6%,0%,0,5%,nt
CCNC(=O)COC(=O)c1cc(-c2ccccc2)nn1-c1ccccc1,-5%,3,0%,-5%,0,-1%,2%,-3,-2%,0
COc1ccc(CCN(C)CC(=O)Nc2cc(C)nc3ccccc23)cc1OC,-2%,-11,2%,0%,2,-11%,-4%,1,?,-2
Cc1ccc(-c2cc(C(=O)N(C)CC(=O)Nc3ccccc3Br)c3ccccc3n2)o1,nt,-4,nt,-5%,4,15%,1%,4,-2%,nt
COc1ccc(C2CC(c3ccccc3)=NN2c2ccc(N)cc2)cc1 (configuration not stated),-1%,4,nt,-10%,-7,2%,1%[46.1 µM],-11,?,-8
O=C(NCC1CCCN(Cc2ccc3nonc3c2)C1)c1cccc(C(F)(F)F)c1 (configuration not stated),-8%,22,2%,-2%,0,-1%,5%,-2,-6%,-1
O=C(COc1ccc(Br)cc1)N(Cc1ccccc1)c1ccccn1,0%,6,0%,-3%,11,4%,2%[46.1 µM],-7,4%,0
COc1ccc(N2CCN(C(=O)CSc3ccccc3)CC2)cc1,-7%,nt,3%,nt,5,nt,10%,-4,nt,0
COc1cccc(CN(C)S(=O)(=O)c2c(C)noc2C)c1OC,nt,5,nt,1%,-15,8%,4%,-2,-2%,nt
NC(=NC1CCCCC1)NS(=O)(=O)c1ccccc1,1%,5,2%,-2%,-3,-16%,-3%,-9,1%,-4
CS(=O)(=O)N(CC(=O)Nc1ccc(C(N)=O)cc1)C1CCCCC1,8%,6,1%,-2%,0,3%,1%,-5,6%,-1
COc1ccccc1NC(=S)NC(NC(C)=O)C(Cl)(Cl)Cl (configuration not stated),12%,5,4%,-10%,6,3%,3%,5,?,6
OCCC1CN(Cc2nc(-c3ccccc3)cs2)CCN1CCc1ccccc1 (configuration not stated),-5%,1,3%,-1%,-8,4%,-5%,8,0%,3
Cc1ccc(N(C(=O)c2csnn2)C(C(=O)NCc2ccccc2)c2cccnc2)cc1 (configuration not stated),-25%,16,0%,-3%,-1,-7%,-3%,-5,-8%,0
CCCCn1nnc(NC(=O)C(c2ccccc2)c2ccccc2)n1,2%,-5,2%,-2%,16,-1%,-2%,9,7%,3
CN(C(=O)c1ccc2nc(N)sc2c1)c1ccccc1,1%,-2,5%,-8%,-3,6%,4%,-13,?,4
C/C(=C\C=C\c1ccccc1)C(=O)c1c(C)cc(C)[nH]c1=O,6%,4,-1%,-2%,-5,2%,2%,-1,3%,-4
Nc1nc(N2CCN(Cc3ccccc3)CC2)n[nH]1,14%,-1,2%,-5%,2,-5%,2%,-1,1%,-2
CCn1cc(/C=N/NS(=O)(=O)c2ccc(OC)cc2)c(C)n1,-9%,3,0%,0%,4,2%,2%,17,?,0
Cc1ccc(-c2nc(CSCC(=O)NCCN3CCN(Cc4ccccc4)CC3)c(C)o2)cc1,2%,-3,-2%,-5%,32,0%,-1%,3,1%,1
CCCCN(C)C(=S)Nc1ccc2nc(N3CCN(CC)CC3)cc(C)c2c1,3%,0,-2%,1%,9,2%,-2%,16,1%,-5
Cc1cccc(-n2c(N)cc(=O)nc2SCC(=O)NC2CCCCC2)c1,5%,-7,0%,3%,-6,-6%,-5%,-11,0%,-1
Cc1nc2ccccn2c1C(=O)N/N=C/c1ccc(F)cc1,0%,-16,-1%,0%,-8,-1%,-6%,-1,2%,0
CC1CCN(C(=O)COC(=O)CCC(=O)c2ccc(F)cc2)CC1,nt,3,nt,0%,3,-2%,6%,0,10%,nt
CC(C)(C)c1ccc(-c2nnc(SCC(=O)NC3CCS(=O)(=O)C3)n2N)cc1 (configuration not stated),5%,1,-1%,-7%,5,1%,-1%,1,-9%,0
NC(=O)c1ccc(-n2nnnc2SCC(=O)Nc2ccc(F)cc2)cc1,7%,-7,-1%,-5%,-13,17%,5%,9,2%,3
COc1ccc(C(=O)Nc2cc3c4c(c2)C(C)C(=O)N4CCC3)cc1OC (configuration not stated),nt,-7,nt,3%,10,18%,-5%,10,-20%,nt
C/C(=N\NC(=O)c1n[nH]c2c1CCC2)c1ccco1,-2%,-6,22%,-15%,10,-8%,-1%,-17,?,0
Cc1ccc(C(=O)NCC(=O)NCc2ccc(Cl)cc2)s1,nt,-3,nt,1%,0,9%,2%,-1,2%,nt

# The order is random; any-hit rate near 1.6%.
